Screens: PubChem, several laboratories
SARS 3CLpro inh: SARS-CoV 3CLpro protease inhibition; P0C6X7; recombinant SARS-CoV 3CLpro, quenched FRET peptide cleavage; AID 1706; inhibition, % at 6 µM; actives 0.14% (n = 290,000); in the data active means inhibition above about 12%
PrPC TRFRET: reduces human prion protein on the cell surface | P04156 | cell surface PrPC, TR-FRET read-out | inhibition, % at 13.8 µM | actives 0.43% (n = 370,000) | AID 720596; in the data active means inhibition above about 24%; further: 0% = median of the test wells and 100% = reference compound wells
PfHsp40 rescue: rescue of PfHsp40-mediated yeast toxicity; S. cerevisiae expressing PfHsp40, growth rescue, ATP luminescence; growth rescue, % at 12.5 µM; actives 0.68% (n = 340,000); AID 504582; in the data active means growth rescue above about 28%, passing the limit was not always enough; inconclusive means no clear call, values can overlap the other calls;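 further: yeast W303a lacking pdr1 and pdr3 grown in galactose medium; growth measured after three days at 30 °C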
SSB-PriA inh: blocks PriA binding to SSB C-terminal tail; AlphaScreen SSBct-PriA binding, biotinylated peptide; actives 0.6% (n = 430,000); inhibition, % at 33 µM; in the data active means inhibition mostly above about 37%, no sharp cut-off; inactive means mostly below about 20%;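 further: plate controls were negative control peptide for no effect and reference peptide for full effect; strong numbers were not always called active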
TcdB GH inh: TcdB glycohydrolase inhibition; TcdB glycohydrolase enzymatic assay, plate reader; P18177; inhibition, % at 9.99 µM; actives 0.24% (n = 350,000); in the data active means inhibition above about 10%
Anthrax LF prot: anthrax lethal factor protease inhibition | AID 588501 | P15917 | inhibition, % at 10 µM | multiplex microsphere protease cleavage assay, LF | actives 0.12% (n = 360,000); further: plate controls were buffer without enzyme for full effect and enzyme alone for no effect
BH1578 lux ind: induces V. cholerae light production without autoinducers. AID 588436. activation, % at 18.7 µM. V. cholerae BH1578 lux reporter, luminescence, 6 h. actives 0.16% (n = 350,000); in the data active means activation mostly above about 9.7%, no sharp cut-off; inconclusive means no clear call, values can overlap the other calls; inactive means mostly below about 3.7%; further: not every result past the cut was called active; inactives centre near 0; reference of the scale not given here
BoNT A protease: blocks Botulinum neurotoxin A light chain protease. multiplex microsphere protease substrate cleavage, flow cytometry. actives 0.17% (n = 360,000). inhibition, % at 10 µM; further: plate controls were buffer without enzyme for full effect and enzyme alone for no effect
Yp Topo-I inh: blocks Yersinia pestis topoisomerase I activity | Y. pestis Topo-I cleavage product accumulation, plate reader | activity, % at 10 µM | actives 0.064% (n = 360,000); in the data active means activity above about 50%, passing the limit was not always enough; inconclusive means no clear call, values can overlap the other calls; further: inactives centre near 2
* marks the source's active call; other numbers are inactive results; i = inactive; ? = inconclusive; . = not tested or not shown; & = joins results of further samples. Unless noted, no stated cut-off is given here; in the data, active means inhibition above about 30%; inconclusive means no clear call, values can overlap the other calls; inactive means below that.

SMILES	SARS 3CLpro inh	PrPC TRFRET	PfHsp40 rescue	SSB-PriA inh	TcdB GH inh	Anthrax LF prot	BH1578 lux ind	BoNT A protease	Yp Topo-I inh
CC1CCCCC1NC(=O)COCc1cc(-c2cccs2)on1 (stereo unspecified)	-2	-6	-0.1	-6	1.0	-3	-2.0	-0.5	23
COc1ccc(N2C(=O)CSCC2=O)cc1OC	-5	7	0.1	-1	-2.1	-5	-0.3	-0.6	7
Cn1cc(CN2CCCC(C(=O)c3nccn3C)C2)c(-c2cccc(Cl)c2)n1 (stereo unspecified)	-1	6	0.7	-6	0.9	2	-0.4	0.1	13
COc1ccc(C)cc1NC(=O)COC(=O)c1ccc2c(c1)OCCO2	.	2	1.9	1	-0.2	0	i	3.1	3
O=C(Nc1ccccc1)c1cn2ccccc2n1	-3	-6	-2.0	-8	1.9	9	-0.8	0.5	-1
CC(C)CNC(=O)COc1ncnc2sccc12	-2	-5	0.2	-8	0.0	-3	i	-0.3	7
O=C(COC(=O)CC12CC3CC(CC(C3)C1)C2)Nc1cccnc1Cl	5	3	5.8	-23	0.9	0	0.0	-0.7	28
C=CCn1c(SCc2c(F)c(F)c(F)c(F)c2F)nc(O)cc1=O	-1	-5	0.7	-7	.	-3	-0.6	0.4	1
O=C(NCc1ccon1)c1ccc(OC2CCN(CCc3ccccc3)CC2)cc1	2	-2	-1.8	2	0.6	0	-0.2	0.0	-1
COC(=O)c1cccc(CN2C(=O)C(C)Sc3ccc(C(C)=O)cc32)c1 (stereo unspecified)	.	8	.	.	1.2	-6	i	-0.4	0
C[C@@H]1CN([C@H](C)CO)C(=O)CCCn2nncc2CO[C@@H]1CN(C)C(=O)c1ccncc1	.	1	.	.	0.3&-4.5	0	-0.2	0.1	5
O=[N+]([O-])c1nn(-c2ccc3c(c2)OCCO3)n(O)c1=NC1CCCC1	-3	-13	-0.4	-12	.	8	0.6	1.8	2
COC(=O)C1=C(c2cccc(C#N)c2)C[C@@H]2CC[C@H]1N2C(=O)N1CCCC1	.	-1	-0.8	-1	6.7	4	i	0.3	-3
O=C(COC(=O)c1cccs1)Nc1ccc(Cl)cn1	.	3	0.0	9	3.2	-1	i	1.0	2
COc1cccc(C2c3[nH]c4ccccc4c3CCN2Cc2cnn(C)c2)c1 (stereo unspecified)	2	3	1.4	6	2.1	-3	-0.4	1.4	-1
Cc1ccc(/C=C/C(=O)c2c(C)cc(C)[nH]c2=O)cc1	7	.	1.2	-17	0.9	2	-0.4	1.2	1
CCCCCC(O)(c1ccccc1)C(CN1CCOCC1)c1ccccc1 (stereo unspecified)	-3	5	0.7	-4	1.9	1	-0.2	-3.2	24
c1ccc2c(c1)OCCOCCOCCOCCOCCOc1ccccc1OCCOCCOCCO2	-1	4	-0.7	-8	-0.5	0	-0.4	-0.9	28
O=C(NCCOc1ccccc1)C1CCN(C(=O)Nc2ccccc2)CC1	.	-2	.	.	-1.2	2	0.0	-0.1	-1
O=C(COC(=O)c1ccccc1Br)Nc1ccc(F)cc1	-2	1	0.6	-14	1.4	-2	-0.2	0.1	6
O=C(O)c1ccc(S(=O)(=O)N2CCC(c3nc(-c4ccccc4Cl)no3)CC2)cc1	2	1	-2.0	-17	.	-2	-2.0	?	-13
Cc1ccccc1-c1nnc(-c2ccccc2C)o1	-4	-1	1.6	-6	.	-2	i	-1.2	2
CCc1cccc(NC(=O)COc2ccccc2)c1	2	0	1.7	-16	.	-2	i	-0.3	1
COc1ccc(NC(=O)Cn2nc([N+](=O)[O-])c(Cl)c2C)cc1OC	-2	3	-0.4	4	0.5	5	-0.2	-1.4	-2
Cc1nc2c(=O)n(-c3ccc(F)cc3F)nc(C)c2s1	0	8	1.4	-1	1.8	-6	-0.6	?	-10

Some of these compounds in order of SMILES length, largest number first.
SMILES	SARS 3CLpro inh	PrPC TRFRET	PfHsp40 rescue	SSB-PriA inh	TcdB GH inh	Anthrax LF prot	BH1578 lux ind	BoNT A protease	Yp Topo-I inh
C[C@@H]1CN([C@H](C)CO)C(=O)CCCn2nncc2CO[C@@H]1CN(C)C(=O)c1ccncc1	.	1	.	.	0.3&-4.5	0	-0.2	0.1	5
COC(=O)C1=C(c2cccc(C#N)c2)C[C@@H]2CC[C@H]1N2C(=O)N1CCCC1	.	-1	-0.8	-1	6.7	4	i	0.3	-3
O=C(O)c1ccc(S(=O)(=O)N2CCC(c3nc(-c4ccccc4Cl)no3)CC2)cc1	2	1	-2.0	-17	.	-2	-2.0	?	-13
O=[N+]([O-])c1nn(-c2ccc3c(c2)OCCO3)n(O)c1=NC1CCCC1	-3	-13	-0.4	-12	.	8	0.6	1.8	2
Cn1cc(CN2CCCC(C(=O)c3nccn3C)C2)c(-c2cccc(Cl)c2)n1 (stereo unspecified)	-1	6	0.7	-6	0.9	2	-0.4	0.1	13
O=C(NCc1ccon1)c1ccc(OC2CCN(CCc3ccccc3)CC2)cc1	2	-2	-1.8	2	0.6	0	-0.2	0.0	-1
C=CCn1c(SCc2c(F)c(F)c(F)c(F)c2F)nc(O)cc1=O	-1	-5	0.7	-7	.	-3	-0.6	0.4	1
Cc1ccc(/C=C/C(=O)c2c(C)cc(C)[nH]c2=O)cc1	7	.	1.2	-17	0.9	2	-0.4	1.2	1
CC1CCCCC1NC(=O)COCc1cc(-c2cccs2)on1 (stereo unspecified)	-2	-6	-0.1	-6	1.0	-3	-2.0	-0.5	23
O=C(COC(=O)c1ccccc1Br)Nc1ccc(F)cc1	-2	1	0.6	-14	1.4	-2	-0.2	0.1	6
O=C(COC(=O)c1cccs1)Nc1ccc(Cl)cn1	.	3	0.0	9	3.2	-1	i	1.0	2
Cc1ccccc1-c1nnc(-c2ccccc2C)o1	-4	-1	1.6	-6	.	-2	i	-1.2	2
O=C(Nc1ccccc1)c1cn2ccccc2n1	-3	-6	-2.0	-8	1.9	9	-0.8	0.5	-1

Next section:
SMILES	SARS 3CLpro inh	PrPC TRFRET	PfHsp40 rescue	SSB-PriA inh	TcdB GH inh	Anthrax LF prot	BH1578 lux ind	BoNT A protease	Yp Topo-I inh
Cc1ccccc1OCC(=O)Nc1ccc2oc(=O)ccc2c1	0	3	-0.3	-7	0.7	-1	2.1	0.1	5
CCOc1cc(/C=C2\SC(=N)N(c3nccs3)C2=O)ccc1OCCN1CCOCC1	0	-4	1.6	10	0.5	0	0.6	-2.0	22
COc1ccc(-c2cc(N)n(S(=O)(=O)c3ccc(C)cc3)n2)c(OC)c1	-3	12	-0.3	9	-0.3	1	-0.2	-0.9	6
CC(C)C(=O)N(c1ccc(F)cc1)C1C=CS(=O)(=O)C1 (stereo unspecified)	1	-3	0.1	-11	0.9	-1	-0.4	0.5	7
C=CCn1c(SCC(=O)NCc2ccc3c(c2)OCO3)nc2scc(-c3ccc(F)cc3)c2c1=O	3	6	-0.5	-4	.	7	-0.3	1.1	1
Cc1ccc(N(CC(=O)NC(C)C)C(=O)CCC(=O)Nc2ccccn2)cc1	-1	-2	0.2	-16	0.7	27	-1.5	-3.9	4
O=S(=O)(Nc1ccncc1)c1ccc(Cl)cc1	2	3	-1.8	-11	.	-8	-0.1	-1.3	1
O=C(Nc1ccccc1)c1c(O)[nH]c(=O)[nH]c1=O	.	2	-1.1	0	0.5	0	5.3	-0.9	-1
Cc1cccc(NS(=O)(=O)c2ccc3c(c2)NC(=O)CC(=O)N3)c1	-1	3	0.3	-8	0.8	-1	-0.2	0.4	7
CCc1ncc(C(=O)c2ccc(OC)cc2)n1C	0	1	-0.2	1	-1.0	-2	-0.5	-0.9	6
CCCCOc1ccc2c(C)cc(=O)oc2c1OCCCC	-1	5	20	-41	.	-5	-0.4	0.5	19
Cc1ccc(S(=O)(=O)N2CCN(Cc3cccc(F)c3)CC2)cc1	.	1	-0.2	-14	1.8	5	-0.5	0.5	13
CCn1c(SCC(=O)Nc2sc(C)c(C)c2C#N)nnc1C1CC1	2	4	-0.4	-8	0.8	-4	-0.3	1.0	0
O=[N+]([O-])c1ccc(S(=O)(=O)NCC(c2cccnc2)N2CCc3ccccc3C2)cc1 (stereo unspecified)	.	-15	0.5	23&28	2.8	3	i	1.5	12
Cc1nnc(SC(C)C(=O)NC2CCCCC2)s1 (stereo unspecified)	.	3	1.2	-14	1.1	12	1.1	2.1	3
Nc1nccnc1C(=O)N/N=C/c1ccco1	-1	7	-1.1	i	0.3	-4	-0.6	0.1	3
O=C(CN1CCC(n2nnc3cc(F)ccc32)CC1)NCc1ccco1	2	-5	-0.2	-7	.	2	-2.1	-0.5	-3
CCc1cc(C(c2ccncc2)N2CCN(C)CC2)c(NC(=O)c2ccccc2)s1 (stereo unspecified)	1	-11	0.8	15	1.8	1	-0.1	0.7	-3
Cc1cccc(NC2SC(=O)NC2=O)c1 (stereo unspecified)	-1	8	0.5	-7	1.6	-1	-0.3	-1.3	1
N#Cc1sc(NCc2ccccn2)nc1Cl	-2	16	-0.1	-5	0.1	-20	0.6	-0.7	7
Cc1cc(Cl)ccc1OCC(=O)N1CCCN(C(=O)COc2ccc(Cl)cc2C)CC1	0	11	12	6	.	-2	i	-0.5	16
CC1(C)C2CC=C(/C=N/NC(=O)C(N)=O)C1C2 (stereo unspecified)	4	-3	-1.6	i	-0.4	-1	i	-0.3	1
O=C(OCc1cc2ccccc2[nH]c1=O)c1cccs1	4	3	0.7	-7	0.2	2	-5.1	0.8	9
Cc1cc(OCC(=O)N2CCOCC2)ccc1NC(=O)C1CCCCC1	2	6	-0.4	-4	.	-6	i	0.5	-2
CCOC(=O)CNC(=O)CSc1nnc(-c2ccc(OC)cc2)n1CC	0	0	-0.9	2	.	-1	i	-0.3	-5
Remaining list, next part
SMILES	SARS 3CLpro inh	PrPC TRFRET	PfHsp40 rescue	SSB-PriA inh	TcdB GH inh	Anthrax LF prot	BH1578 lux ind	BoNT A protease	Yp Topo-I inh
CCN(CC)c1ccc(C2NC(=O)c3ccccc3N2)cc1 (stereo unspecified)	.	-4	-2.7	-14	-0.3	-3	i	0.8	11
CC(Cl)c1cc(-c2ncc(C(F)(F)F)cc2Cl)no1 (stereo unspecified)	-5	-4	-0.6	-11	0.6	-1	-0.4	-0.9	-2
COc1ccc(Cl)cc1S(=O)(=O)N1CCC(C(=O)N2CCOCC2)CC1	8	0	1.2	-8	0.8	0	-15	-2.3	4
C(=C\c1ccccc1)/CSc1nnc(-c2cccnc2)n1Cc1ccco1	0	-2	0.4	-6	.	2	-11	0.5	20
COc1ccccc1CNC(=O)c1cnc2ccccn2c1=O	4	-13	0.2	3	0.8	5	.	-1.4	-3
CC(NC(=O)c1cccs1)c1ccccc1 (stereo unspecified)	.	-3	-2.1	-10	-0.3	-16	-0.9	3.5	4
CCCC1C2C(=O)N(c3ccccc3OC)C(=O)C2ON1c1ccccc1 (stereo unspecified)	-3	6	0.9	-7	.	-3	i	-0.2	-11
CC1(OC(=O)C2CCCC2)C(=O)C=C2C=C(c3ccc(C#N)cc3)OC=C2C1=O (stereo unspecified)	.	-7	0.3	10	-0.3	-2	1.6	3.1	-23
O=C1C=CC(O)C2(CO)OC12 (stereo unspecified)	.	-6	.	.	0.8	1	-0.3	0.0	-1
CN(C)c1ccc(N=Nc2ccccc2C(=O)OCC(=O)N2CCCCCC2)cc1	1	-12	2.9	64	.	-2	-0.3	-0.7	38
COc1ccc([C@H]2C[C@@H](O)[C@H](n3cc(COC(=O)c4ccccc4)nn3)CN2C(=O)c2cccs2)cc1	.	2	.	.	0.6	-3	-0.4	-0.1	3
O=C(COC(=O)c1ccc(OC(F)F)cc1)NCC1CCCO1 (stereo unspecified)	.	13	.	.	2.3	-2	i	-0.3	1
COC(=O)c1cn(C(=O)c2ccc(Cl)cc2)c2ccccc12	-1	2	-3.1	-3	2.0	7	-0.5	0.5	3
Cc1cc(Cl)c(S(=O)(=O)NCc2cccnc2)cc1OCC(N)=O	4	3	-1.2	1	.	-2	i	0.2	-1
CCOP1(=S)Oc2cc3c(cc2C(C(=O)OC)(C(F)(F)F)O1)OCO3 (stereo unspecified)	-3	-5	-1.0	4	.	1	i	0.4	-3
Cc1cccc(C(=O)N(CCc2ccccc2)Cc2ccccc2)c1[N+](=O)[O-]	-1	0	0.8	1	0.0	1	i	1.9	10

These rows are one share of the data; count on the stated rates, not on these rows.
